# MEP2 TOR yeast = modulators of TOR pathway MEP2-GFP in S. cerevisiae. S. cerevisiae MEP2-GFP strain, flow cytometry GFP, 3 h; 100% = DMSO control level. GFP response vs DMSO, % at 10 µM. 0.51% of 330,000 active;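 active = GFP response versus DMSO above a set limit, roughly screen mean plus 3 SD, cut at about 180% in these data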;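 note: median GFP fluorescence of the barcode-gated MEP2-GFP cells per well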
# procasp7 counter = counter-screen: procaspase-7 (human) activation; P55210; recombinant procaspase-7, Ac-DEVD-pNA absorbance 405 nm; D23A/D198A/D206A triple mutant, cannot self-cleave; scale: DMSO 0, 5 µM enzyme 100; activation, % at 8.5 µM; 0.093% of 330,000 active; AID 463210;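 active = percent activation above the screen-wide mean plus 3 SD, cut at about 25% in these data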
# Target sequence (P55210 whole entry D23A/D198A/D206A): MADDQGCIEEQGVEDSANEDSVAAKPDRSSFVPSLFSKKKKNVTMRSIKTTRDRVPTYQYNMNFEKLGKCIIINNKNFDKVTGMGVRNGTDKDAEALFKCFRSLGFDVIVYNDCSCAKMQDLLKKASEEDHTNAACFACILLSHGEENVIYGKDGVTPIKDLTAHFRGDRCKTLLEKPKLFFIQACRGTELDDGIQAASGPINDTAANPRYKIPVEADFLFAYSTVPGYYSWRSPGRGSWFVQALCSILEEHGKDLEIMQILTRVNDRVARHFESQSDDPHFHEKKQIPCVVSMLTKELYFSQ
#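 buffer or medium = Zinc-free HEPES/NaCl buffer, pH 7.4 | material = Procaspase-7 triple mutant (PC-7 D3A) | input = 2 µM procaspase-7 mutant as dispensed | signal = Epi-absorbance of released pNA at 405 nm, two timepoints | timing = 1 h preincubation, 2 h reaction | replicates = singlicate compound testing | evaluation = % activation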
# procasp3 activ = activates human procaspase-3; P42574; 0.11% of 330,000 active; activation, % at 8.5 µM; recombinant procaspase-3 D3A, Ac-DEVD-pNA absorbance 405 nm;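 active = activation above the mean of all tested compounds plus 3 SD, cut at about 21% in these data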;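 note: 0% = DMSO alone and 100% = DMSO wells spiked with extra 5 µM PC-3 D3A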
# Target sequence (P42574 whole entry D9A/D28A/D175A): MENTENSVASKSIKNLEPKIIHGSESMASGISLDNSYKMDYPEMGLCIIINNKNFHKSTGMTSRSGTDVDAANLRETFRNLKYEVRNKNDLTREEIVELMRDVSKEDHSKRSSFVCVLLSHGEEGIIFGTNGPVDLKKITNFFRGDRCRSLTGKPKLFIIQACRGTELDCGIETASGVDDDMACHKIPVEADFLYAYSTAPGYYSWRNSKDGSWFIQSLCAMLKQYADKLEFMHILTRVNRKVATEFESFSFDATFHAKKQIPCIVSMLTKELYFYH
#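 Assay system – Procaspase-3 D3A mutant · Benchmarks – DMSO low control, extra-enzyme high control · Technique – 405 nm absorbance of p-nitroaniline, reads at 0 and 120 min · Doses – 8.5 µM nominal · Measure – % activation between DMSO and enzyme-spiked controls · Also added – Ac-DEVD-pNA chromogenic peptide substrate · Schedule – 1 h compound preincubation, 2 h substrate hydrolysis at 25 °C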
# RPL19A TOR yeast = modulators of TOR pathway RPL19A-GFP in S. cerevisiae | 0.3% of 330,000 active | S. cerevisiae RPL19A-GFP strain, flow cytometry, 3 h; stronger effect = lower value | percent response vs DMSO, % at 10 µM;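 active = percent response vs DMSO below 50%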;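 note: median channel GFP fluorescence of the barcoded RPL19A-GFP strain; ratio of sample median GFP to plate DMSO average so 100% = DMSO; lower means less RPL19A-GFP as with rapamycin TOR inhibition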
# AHR activator = human AHR activation | P35869 | AHR-responsive luciferase reporter cells, luminescence | activation, % at 5 µM | 2.5% of 320,000 active; in the data active = activation above about 47%;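 note: 0% = vehicle wells and 100% = reference agonist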
# AGP1-GFP MLPCN = modulators of TOR pathway AGP1-GFP in S. cerevisiae; S. cerevisiae AGP1-GFP multiplex flow cytometry, 3 h; GFP as percent of DMSO wells; GFP response vs DMSO, % at 10 µM; 0.02% of 320,000 active; AID 2066;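 active = GFP response relative to DMSO above a set limit, near screen average plus 3 SD, cut at about 150% in these data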;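 note: median GFP channel fluorescence of the gated AGP1 strain per well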
# LAP4 TOR yeast = alters LAP4-GFP fluorescence in TOR pathway yeast screen. S. cerevisiae LAP4-GFP multiplex, flow cytometry GFP, 3 h; median GFP as percent of DMSO wells. GFP response vs DMSO, % at 10 µM. 0.34% of 320,000 active;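 active = GFP response vs DMSO above a set limit, about the screen mean plus 3 SD, cut at about 150% in these data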
# CIT2-GFP yeast = yeast TOR pathway CIT2-GFP modulation; GFP response vs DMSO, % at 10 µM; S. cerevisiae CIT2-GFP strain, flow cytometry, 3 h; 100 means same as DMSO wells; AID 2029; 0.065% of 320,000 active;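 active = GFP response relative to DMSO above a set limit, near the screen mean plus 3 SD, cut at about 150% in these data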;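 note: ratio of well median GFP fluorescence to mean of DMSO wells on the plate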
# * marks the source's active call; other numbers are inactive results; · = no result given.
SMILES,MEP2 TOR yeast,procasp7 counter,procasp3 activ,RPL19A TOR yeast,AHR activator,AGP1-GFP MLPCN,LAP4 TOR yeast,CIT2-GFP yeast
N#Cc1ccccc1NC(=O)Nc1ccc(Cl)cc1,93,-6,-1,92,-3,85,94,80
COc1ccccc1OCC(=O)NNC(=O)c1ccoc1C,97,1,3,97,2,95,93,95
Cc1ccc(C(=O)C[n+]2ccccc2)cc1,110,·,·,104,·,103,105,96
Cc1cc(C)n(-c2cc(Oc3ccccc3)ncn2)n1,107,10,8,102,-2,104,104,100
C=CCNC(=O)c1ccccc1NC(=O)c1cccc2ccccc12,94,6,1,93,94*,96,92,79
CCOC(=O)C(=O)Nc1nnc(CCc2ccccc2)s1,96,-10,-7,103,1,97,99,114
CSCCNC(=O)c1ccc(OC2CCN(S(=O)(=O)N(C)C)CC2)cc1,105,0,6,103,-1,100,86,105
Cc1ccc(OCCN2CCN(C(=O)CCC(=O)Nc3nnc(C)s3)CC2)cc1,100,2,2,99,8,90,95,94
Cc1ccc(OCC(=O)NNC(=O)c2ccc(NC(=O)C3CC3)cc2)c(C)c1,105,4,6,113,15,103,85,109
O=C(Nc1cccc(F)c1)N1CCCC(CNS(=O)(=O)Cc2ccccc2)C1 (configuration not stated),102,7,-1,101,6,93,88,90
COc1cccc(NC(=O)N2CCCC2C(=O)NC2CCCC2)c1 (configuration not stated),83,5,7,85,1,85,83,85
CC(C)CCCC(C)NS(=O)(=O)Cc1ccccc1 (configuration not stated),98,4,-2,100,2,91,85,103
CC(C)Oc1ccc(/C(O)=C2/C(=O)C(=O)N(CCN3CCNCC3)C2c2cccc([N+](=O)[O-])c2)cc1 (configuration not stated),105,0,0,104,-2,100,93,102
O=S(=O)(c1ccc(Cl)cc1)N1CCc2ccccc21,118,-4,3,102,2,96,114,115
O=C(NCN1C(=O)C2C3C=CC(C3)C2C1=O)Nc1ccccn1 (configuration not stated),104,17,-1,99,0,95,91,97
CCc1ccc2c(c1)c(N=NC1=NC(=O)CS1)c(O)n2CC,110,11,-1,99,5,·,119,99
COc1ccc(S(=O)(=O)NCC(=O)N(CC(=O)NCC2CCCO2)c2ccccc2C)cc1 (configuration not stated),104,0,-7,97,8,96,95,92
Cc1cccc(NC(=O)C(=O)NCC2CCCO2)c1 (configuration not stated),100,14,2,95,13,102,108,90
N#Cc1cccc(C(c2nnnn2CCc2ccccc2)N2CCN(C3CCCCC3)CC2)c1 (configuration not stated),97,8,6,95,1,99,94,100
CCOc1ccc(/C=N/OCC(=O)NC(c2ccccc2)c2ccccc2)cc1,105,2,4,101,14,94,101,98
Fc1ccccc1N1CCN(C2CCCN(Cc3ccccc3C(F)(F)F)C2)CC1 (configuration not stated),110,-3,6,103,0,105,97,103
COc1ccc(CCNC(=O)CCc2ccc(S(=O)(=O)NCC(C)C)cc2)cc1OC,99,0,10,98,2,98,97,98
CN=C(NC(=O)Nc1c(C)cccc1C)NC(=O)Nc1c(C)cccc1C,102,3,4,100,-1,99,91,99
CCC(CC)NC(=O)c1ccc(NS(=O)(=O)c2ccc3[nH]c(=O)[nH]c3c2)cc1,102,8,-3,93,-2,92,87,92
O=C(CCC1CCCC1)N1CCN(C(=O)c2cccnc2)CC1,90,-3,3,98,2,91,96,93

# Continued:
SMILES,MEP2 TOR yeast,procasp7 counter,procasp3 activ,RPL19A TOR yeast,AHR activator,AGP1-GFP MLPCN,LAP4 TOR yeast,CIT2-GFP yeast
O=[N+]([O-])c1cc(C(F)(F)F)ccc1NCCc1c[nH]c2ccc(O)cc12,104,-14,-24,94,4,96,118,93
COC(=O)C1=C(O)CSC1=Nc1ccccc1,107,2,3,102,-1,103,98,93
O=S(=O)(CCc1ccccc1)/N=C/c1cccs1,103,11,6,106,3,106,103,104
Cc1nnc(SCC(=O)Nc2ccc(N(C)C)cc2)n(N)c1=O,115,-4,-6,127,18,116,103,114
O=S(=O)(c1cccc2nsnc12)N1CCN(c2ncccn2)CC1,104,5,2,104,5,104,107,101
O=c1cc(N2CCOCC2)cnn1-c1ccccc1,76,1,6,94,2,92,82,91
CSc1ccc(/C=C/C(=O)Nc2ccccc2)cc1,96,-1,-2,101,-5,90,101,93
CCCN1CCN(C(=O)c2oc3ccccc3c2NC(=O)COc2ccc(OC)cc2)CC1,102,7,6,31*,5,26,80,77
CC1CCC(C(C)C)C(OC(=O)CSc2nc(N)cc(=O)[nH]2)C1 (configuration not stated),103,5,-7,100,4,100,103,94
CC(C)CN(C(=O)c1nn(C)c(=O)c2ccccc12)c1nc2ccccc2s1,94,3,10,96,-2,92,91,91
Cc1ccc(S(=O)(=O)Cc2csc(N)n2)cc1,105,12,6,105,2,109,106,106
Cc1ccc(NC(=O)CC2S/C(=N/N=C/c3c[nH]c4ccccc34)NC2=O)cc1 (configuration not stated),98,12,-1,100,36,101,93,94
CCOC(=O)N1CCC(NC(=O)c2cc(C(=O)Nc3cccc(C(F)(F)F)c3)ccc2CO)CC1,104,2,-6,109,7,105,88,97
C[C@@H]1CN([C@H](C)CO)C(=O)c2cccc(NC(=O)Nc3ccc(F)cc3)c2O[C@H]1CN(C)C(=O)Nc1ccc(C(F)(F)F)cc1,90,-14,-3,97,3,89,88,82
COc1c(Cl)cc(Cl)cc1C(=O)Nc1ccc(NC(C)=O)cc1,108,-6,9,93,-3,93,118,79
O=S(=O)(Nc1ccc(N=Nc2ccc(O)c3ccccc23)cc1)c1ccccc1,97,-25,-21,95,39,99,110,86
Cc1nc(-c2c(C(=O)NNC(=O)Nc3c(C)cccc3C)noc2C)cs1,92,11,10,92,4,90,93,85
COc1ccc(C(C)=O)cc1COC(=O)c1ccc(C)c(S(=O)(=O)N2CCOCC2)c1,110,4,12,108,-2,114,108,100
CCn1c(N2CCN(C(=O)C34CC5CC(CC(C5)C3)C4)CC2)nc2ccccc21,124,-7,-4,106,0,110,104,108
N#CC1C(C#N)N2CCCN2C1c1ccc(Br)cc1 (configuration not stated),103,4,5,101,27,102,107,98
CC(=O)N1CCN(C(=S)c2ccc(-c3ccc(Cl)cc3)o2)CC1,149,-17,-16,·,23,32,111,101
COc1ccccc1/C=C/C(=O)NCC(=O)N/N=C/c1ccc2c(c1)OCO2,105,11,5,103,25,102,100,98
O=C(O)CN1C(=O)NC2NC(=O)NC21 (configuration not stated),103,10,2,98,-1,109,101,103
Cc1cc(=O)oc2cc(OC(C)C(=O)NC3CCN(Cc4ccccc4)CC3)ccc12 (configuration not stated),93,3,-1,97,3,105,94,104
COc1ccccc1C(C#N)N1N=C(C)CC1(C)C (configuration not stated),93,5,4,92,-1,92,77,95

# Ordered by SMILES length (rising): three of the compounds above
SMILES,MEP2 TOR yeast,procasp7 counter,procasp3 activ,RPL19A TOR yeast,AHR activator,AGP1-GFP MLPCN,LAP4 TOR yeast,CIT2-GFP yeast
COc1cccc(NC(=O)N2CCCC2C(=O)NC2CCCC2)c1 (configuration not stated),83,5,7,85,1,85,83,85
CCOc1ccc(/C=N/OCC(=O)NC(c2ccccc2)c2ccccc2)cc1,105,2,4,101,14,94,101,98
Cc1cc(=O)oc2cc(OC(C)C(=O)NC3CCN(Cc4ccccc4)CC3)ccc12 (configuration not stated),93,3,-1,97,3,105,94,104

# Four compounds picked at random from the list so far:
SMILES,MEP2 TOR yeast,procasp7 counter,procasp3 activ,RPL19A TOR yeast,AHR activator,AGP1-GFP MLPCN,LAP4 TOR yeast,CIT2-GFP yeast
COc1ccccc1/C=C/C(=O)NCC(=O)N/N=C/c1ccc2c(c1)OCO2,105,11,5,103,25,102,100,98
O=[N+]([O-])c1cc(C(F)(F)F)ccc1NCCc1c[nH]c2ccc(O)cc12,104,-14,-24,94,4,96,118,93
C[C@@H]1CN([C@H](C)CO)C(=O)c2cccc(NC(=O)Nc3ccc(F)cc3)c2O[C@H]1CN(C)C(=O)Nc1ccc(C(F)(F)F)cc1,90,-14,-3,97,3,89,88,82
Cc1cc(=O)oc2cc(OC(C)C(=O)NC3CCN(Cc4ccccc4)CC3)ccc12 (configuration not stated),93,3,-1,97,3,105,94,104

# Some values from above.
# procasp7 counter with CC(=O)N1CCN(C(=S)c2ccc(-c3ccc(Cl)cc3)o2)CC1 reads -17
# MEP2 TOR yeast with Cc1ccc(C(=O)C[n+]2ccccc2)cc1 reads 110
# procasp3 activ with O=S(=O)(Nc1ccc(N=Nc2ccc(O)c3ccccc23)cc1)c1ccccc1 reads -21
# MEP2 TOR yeast with N#CC1C(C#N)N2CCCN2C1c1ccc(Br)cc1 (configuration not stated) reads 103
# CIT2-GFP yeast with N#Cc1cccc(C(c2nnnn2CCc2ccccc2)N2CCN(C3CCCCC3)CC2)c1 (configuration not stated) reads 100
# LAP4 TOR yeast with Cc1ccc(OCCN2CCN(C(=O)CCC(=O)Nc3nnc(C)s3)CC2)cc1 reads 95
# LAP4 TOR yeast with O=S(=O)(c1cccc2nsnc12)N1CCN(c2ncccn2)CC1 reads 107

# The listing continues:
SMILES,MEP2 TOR yeast,procasp7 counter,procasp3 activ,RPL19A TOR yeast,AHR activator,AGP1-GFP MLPCN,LAP4 TOR yeast,CIT2-GFP yeast
Clc1ccc(Sc2ccccn2)cc1,103,5,-1,100,0,94,87,97
Cc1cc(NC(=O)c2ccc(F)cc2)no1,105,6,3,99,-5,98,94,109
N/C(CS(=O)(=O)c1ccc(F)cc1)=N\O,94,3,-1,95,1,99,95,92
Cc1nnc2n1N=CC=C(C(C)(C)C)S2,105,5,-6,96,0,96,104,103
COC(=O)c1cc(NC(=O)c2ccc(Cn3cc(Cl)cn3)o2)cc(C(=O)OC)c1,103,1,3,104,1,97,97,100
CN(C)C(=O)c1nc2ccccc2s1,103,0,7,100,10,96,92,101
CC(Cc1cccnc1)NC(=O)CCc1nnc(-c2ccccc2)o1 (configuration not stated),115,0,4,106,5,106,102,100
CCOc1ccc(C(=O)CN2C(=O)NC3(CCCCCC3)C2=O)cc1,100,-2,-1,91,4,93,93,91
CSc1ccc(/C=N/NC(=O)c2ccc(O)cc2)cc1,98,1,4,101,15,96,88,96
COc1ccc(C(=O)Nc2ccccc2C(=O)N/N=C/c2ccco2)cc1,104,0,-3,108,137*,104,96,103
CCN(CC(O)Cn1c2ccccc2c2ccccc21)S(=O)(=O)c1ccc(C)cc1 (configuration not stated),102,2,1,98,23,104,96,96
CC(C)=CCc1c(O)c(CC=C(C)C)c2c(c1O)-c1cc(O)c(O)cc1CC2,111,-25,-17,91,21,98,106,89
COc1ccc(NC(=O)NC2CCCc3ccccc32)cc1OC (configuration not stated),104,-8,-9,109,18,110,99,106
